NCI-60 one-dose screen, 48 h, at 10 µM unless noted. Numbers give growth in % (100 = growth as untreated, 0 = no growth, -100 = all killed).
HL-60(TB): HL-60(TB) leukemia cells; AID 1794776; 78,000 tested, 9% active; active = growth percent below 10
The depositor's hits bear a star; & = joins results of further samples; ! = repeats disagree; [ ] = remark or other dose.

canonical_smiles	HL-60(TB)
COc1cc(/C=C/C(=O)c2c(C)n([O-])c3cc(C)c(C)cc3[n+]2=O)cc(OC)c1OC	33
O=C(CC1Sc2ccccc2NC1=O)NNc1cc(Cl)ccc1Cl (stereo not drawn)	87
O=C1CCCc2c1oc1c2CCCC1	85
O=[N+]([O-])c1ccc(N=NNc2ccc([N+](=O)[O-])cc2)cc1	109
CCOP(=O)(OCC)OC[C@]12CCC(C)(C)C[C@H]1C1=CC[C@@H]3[C@@]4(C)C/C(=C\c5cccnc5)[C@H](OP(=O)(OCC)OCC)C(C)(C)[C@@H]4CC[C@@]3(C)[C@]1(C)CC2	-22*
COc1ccc([N+](=O)[O-])cc1NS(=O)(=O)c1cccc(C(=O)N(C)Cc2ccc(C)cc2)c1	108
Cc1c(-c2ccc(Br)cc2)c(=O)oc2cc(O)ccc12	73
N#Cc1cccc(NC(=O)c2cc(-c3ccc(F)cc3F)ccc2O)c1	-29*
O=S=NCCCCl	89
Nc1[nH]c(=O)[nH]c(=O)c1N	106

Additional records:
canonical_smiles	HL-60(TB)
Clc1ccc2sc(SCCCCn3ccnc3)nc2c1	61
Nc1ccc(F)c(C(F)(F)F)c1	114
O=C1NC(=O)C(Cc2ccc(OCc3ccc(-c4cc(F)c(F)c(F)c4)cc3)cc2)S1 (stereo not drawn)	106
O=C(O)c1ccc(-c2nn(-c3ccc(C(=O)O)cc3)cc2CNc2ccccn2)cc1	100
CC(=O)Nc1ccc(C(O)C2=CC(=O)c3ccccc3C2=O)cc1 (stereo not drawn)	19
CCN(CC)CCCCCNc1cc(O)cc2cccnc12	48
Fc1cccc(COc2ccc(Nc3ncnc4sc5c(c34)CCCC5)cc2)c1	82
COc1ccc(-c2nc3sc4cc(OC)ccc4n3c2-c2nc3ccc(Cl)cc3[nH]2)cc1	92
Cc1ccc(S(=O)(=O)O/N=C2/CCSc3ccccc32)cc1	70
CCc1c(CO)c(-c2nc(C(=O)OC)cc3c2[nH]c2ccccc23)nc2cc(N(S(=O)(=O)c3ccc(C)cc3)S(=O)(=O)c3ccc(C)cc3)ccc12	128

Next part.
canonical_smiles	HL-60(TB)
N/C(=N\C(N)=N\c1nc2ccccc2s1)c1ccccc1Cl	108
CC(C)Cc1nnc(N)s1	96
COc1cc2oc(-c3cccc(C(=O)Nc4ccccc4)c3)cc(=O)c2c(O)c1OC	93
CN1C(=O)N(C)C2C1NN=c1s/c(=C\c3ccc[nH]3)c(=O)n12 (stereo not drawn)	92
Cc1ccc(NS(=O)(=O)N2CCCCC2)cc1	79
CCOC(=O)C(=O)c1c(C)[nH]c2ccccc12	92
CC1CCC(C(C)(C)[N+](C)(C)C)CC1 (stereo not drawn)	104
CC1OC(O[C@@H]2C(O)C(CO)OC(O[C@H]3COC(O[C@H]4CC[C@]5(C)[C@H]6CC[C@]78OC[C@@]9(CC[C@](C)(C=O)C[C@H]97)[C@H](O)C[C@@]8(C)[C@]6(C)CC[C@H]5C4(C)C)[C@@H](OC4OC(CO)[C@@H](O)[C@@H](O)[C@@H]4O)[C@@H]3O)[C@H]2OC2OC[C@@H](O)[C@@H](O)[C@@H]2O)[C@@H](O)[C@@H](O)[C@H]1O (stereo partly drawn)	-60*
COc1cc(-c2nc(C(=O)Nc3ccc(CC(=O)O)cc3)nn2-c2ccc(Cl)cc2)cc(OC)c1OC	98
N[C@@H]1CCN(C(=O)c2cc3cc(Cl)c(F)c(F)c3[nH]2)C1	98

Other compounds.
canonical_smiles	HL-60(TB)
Clc1cccc(NC2OOC3(OOC2Nc2cccc(Cl)c2)C2CC4CC(C2)CC3C4)c1 (stereo not drawn)	98
Cc1ccc(-c2cc3nc(C(Cl)Cl)nc(-c4ccc(C)cc4)n3n2)cc1	57
CCCCOCCOC(=O)c1ccccc1C(=O)OCCOCCCC	99
O=C(CCCCCC1CCCCC1)OCC1CCCO1 (stereo not drawn)	76
O=C1CSC(c2ccccc2Cl)N1c1nnc(Cn2ccnc2)o1 (stereo not drawn)	101
C=C1C(=O)O[C@H]2[C@H]1CC/C(CNC(=O)/C=C/c1ccc(Cl)cc1Cl)=C\CC[C@@]1(C)O[C@@H]21	-27*
[O-]/[N+](=N\Nc1ccc(Cl)cc1)c1ccccc1	96
COc1cccc(C2SCC(=O)N2n2cnnc2)c1 (stereo not drawn)	99
C#C[C@]1(OC(=O)CCCCCC)CC[C@H]2[C@@H]3CCC4=CC(=O)CC[C@@H]4[C@H]3CC[C@@]21C	4.5*
O=c1ccc(-c2ccccc2)nn1Cc1nc(-c2ncccn2)no1	103

(next part)
canonical_smiles	HL-60(TB)
CC(C)(O)c1cccc(I)c1	107
CC1C(=O)C23CC1CCC2C12COC(O)C1C(C)(C)C(O)CC2OC3=O (stereo not drawn)	94[100 µM]
COc1ccc2occ(COC(=O)c3c(C)noc3C)c(=O)c2c1	68
O=C(Nc1c(Br)cc2c(c1Br)Cc1ccccc1-2)C(Cl)Cl	92
COc1cc(-c2n[nH]nc2-c2ccncc2)cc(OC)c1OC	86
Cc1ccccc1N1CCN(C(C)(C)C#N)CC1	103
CC(=O)NS(=O)(=O)c1ccc(Nc2ccnc(SCC(=O)c3ccc(Cl)cc3)n2)cc1	102
O=[N+]([O-])c1cc2c3ccccc3ccc2c2ccccc12	109
N#CCCN(CCC#N)S(=O)(=O)c1ccccc1	105
O=c1c2c(c3ccccc3n1-c1ccccc1)Nc1ncnn1C2c1ccc(Cl)cc1 (stereo not drawn)	109

Remaining list, next part.
canonical_smiles	HL-60(TB)
Cc1nccc2c3ccc(OCc4cn(-c5ccc(Br)cc5)nn4)cc3n(CC(C)C)c12	-48*
CC(C)CC(C)OC(C[N+](=O)[O-])C(Cl)(Cl)Cl (stereo not drawn)	102
O=C(CSc1nnc(-c2ccc(Cl)cc2)n1-c1ccccc1)Nc1ccccc1Cl	92
CCCCCCCCCC1OCC(C)O1 (stereo not drawn)	115
N#CCCCCCCCCC#N	108
CCC(C)OC(=O)C(O)c1ccccc1 (stereo not drawn)	97
C=CC(=O)Nc1ccc(Nc2nccc(-c3ccc(N4CCCC4)c(C#N)c3)n2)cc1	-72*
CN1CCN(c2ccc(Nc3nc(NCCNC(=O)c4ccccc4)c4sccc4n3)cc2)CC1	22
O=Cc1c(N2CCC[N+]3(CC2)CC[N+]2(CCCNCC2)CC3)nc(-c2ccccc2)nc1N1CCC[N+]2(CC1)CC[N+]1(CCCNCC1)CC2 (stereo not drawn)	67
CSc1ccc2c(c1)c(CCN)c(C)n2Cc1ccc(Cl)c(Cl)c1	-70*

Further entries:
canonical_smiles	HL-60(TB)
CC(C)(Br)C(=O)Nc1ccccc1	73
Nc1nc(-c2cccnc2)nc2c1sc(=S)n2-c1ccc(F)cc1	81
COc1ccc(-n2ncn(CCn3cnn(-c4ccc(OC)cc4)c3=O)c2=O)cc1	113
NCCN1CCN(c2nc(-c3ccccc3)nc3nc(-c4ccccc4)oc23)CC1	-5.9*
C(=C\[n+]1ccccc1)/c1ccccc1	102
CC1S/C(=N\NC(=O)Cc2csc3nc(-c4ccc(Br)cc4)cn23)N(C)C1=O (stereo not drawn)	99
COC(=O)c1c(OC2=CC(=O)C(OC)=C(CC=C(C)C)C2=O)cc(O)c(CC=C(C)C)c1O	103
Cc1ccc(O)c(N2C(=NCCc3ccc(S(N)(=O)=O)cc3)NS(=O)(=O)c3cnccc32)c1	118
COc1ccc(NC(=O)c2sc3nc(C)c(C(=O)c4ccc(OC)cc4)cc3c2N)cc1	6.3*
Cc1cc(C)c2c(N)nn(C(=O)c3ccc(Cl)cc3)c2n1	85

(list continues)
canonical_smiles	HL-60(TB)
COc1cc(-c2csc(NC(=O)c3ccccc3CN3C(=O)c4ccccc4C3=O)n2)cc(OC)c1OC	103
O=C(O)C1=NN(c2cc(Cl)c(S(=O)(=O)O)cc2Cl)C(=O)C1	96
C=CCN1C(=O)/C(=C/c2cccc(C(F)(F)F)c2)SC1=Nc1ccc(Cl)c(Cl)c1	105
S=c1[nH]nc(-c2cc(-c3ccncc3)n(-c3ccccc3)n2)o1	113
Cc1cc(CCc2cc(C)[nH]c2C)c(C)[nH]1	98
CC(=O)Nc1ccc(Cc2nc3c([nH]2)c(=O)n(C)c(=O)n3C)cc1	103&126
c1ccc(CNc2c3ccccc3nc3ccccc23)cc1	44
CN1CCN(C(=O)COc2ccc(C=C3C(=O)N(C)C(=O)N(C)C3=O)cc2)CC1	105
O=C(CN1CCCC1)NNc1ncnc2ccccc12	103
O=C(O)c1ccc2c(O)c3ccccc3c(O)c2c1	101

Following part:
canonical_smiles	HL-60(TB)
Nc1ccccc1NC1CCN(Cc2ccccc2)CC1	74
COc1cc(NC(C)=O)c2ncccc2c1NC(C)=O	92
N#Cc1c(Nc2ccc(Cl)cc2)nn2cc(-c3nc4ccccc4s3)c(N)nc12	99
O=C(CCC(=O)OC1CCCC1)OC1CCCC1	103
O=C(CSC(=S)N1CCOCC1)Nc1ccccc1	98
CC(=O)OC1=C(Cl)CCc2ccccc21	79
CC(C)C(NC(=O)CCc1nc2c(=O)[nH]c(=S)[nH]c2[nH]c1=O)C(=O)O (stereo not drawn)	104
COc1cc2ncnc(Nc3ccc(C(=O)/C=C/c4ccc(F)cc4)cc3)c2cc1OC	98
COc1cc2ncnc(Nc3ccc(O[C@H]4CO[C@H]5[C@@H]4OC[C@@H]5OC(=O)c4ccccc4)c(Cl)c3)c2cc1OC	115
c1ccc(-n2cc(-c3nn[nH]n3)c(-c3cccs3)n2)cc1	105

Part of the list above, reformatted.
compound: C#C[C@]1(OC(=O)CCCCCC)CC[C@H]2[C@@H]3CCC4=CC(=O)CC[C@@H]4[C@H]3CC[C@@]21C
  HL-60(TB): 4.5*

compound: O=c1ccc(-c2ccccc2)nn1Cc1nc(-c2ncccn2)no1
  HL-60(TB): 103

compound: CC(C)(O)c1cccc(I)c1
  HL-60(TB): 107

compound: CC1C(=O)C23CC1CCC2C12COC(O)C1C(C)(C)C(O)CC2OC3=O (stereo not drawn)
  HL-60(TB): 94[100 µM]

The list goes on.
canonical_smiles	HL-60(TB)
COc1ccc(/C=c2\c(=O)n(-c3ccccc3)c3nnc(NO)n23)cc1	99
Cc1cccc(NC(=O)N/C(N)=N/c2nc3ccccc3s2)c1	5.7*
O=C(N/N=C\c1cc(Br)ccc1O)c1ccncc1	-27*
Cc1c2cccnc2c(C)c2c1c1cc(C(=O)O)ccc1n2C	98
CCOC(=O)C1=C(C)NC(C)=C(C(=O)OCC)C1(C)C	69
CCCCCCCCCCCCCC(=O)OCCCC	102
Cc1ccc(S(=O)(=O)n2cc(C=O)c3ccccc32)cc1	103
CCCCC(CCCC)(S(=O)(=O)CC)S(=O)(=O)CC	95
Cn1c(N2CCOCC2)nc(-c2ccccc2)cc1=O	94
Cn1nc(C(C)(C)C)cc1NC(=O)Cc1ccc(Nc2cc(Nc3ccc(S(C)(=O)=O)cc3)ncn2)cc1	99

Additional structures.
canonical_smiles	HL-60(TB)
CC1=CC=CN2CCC(=O)N=C12	75
CC12CCCC(=O)N1c1ccccc1-c1nc(-c3ccccc3Cl)nn12 (stereo not drawn)	100
CCCCOC(=O)CCSC1=C(C)C(=O)c2ccccc2C1=O	79
COc1ccc2cc(CCC(C)=O)ccc2c1	124
CCN(CC)CCC(C)O (stereo not drawn)	99
COc1cc2c(cc1OC)CN(CCCOc1cc(O)c3c(=O)cc(-c4ccccc4)oc3c1)CC2	97
c1coc2occoc=2o1	102
COc1cc2c(cc1NC(=O)C(F)(F)F)-c1ccc(NC(=O)C(F)(F)F)cc1C2	99
CCOc1c(C#N)c(=Nc2ccc(S(N)(=O)=O)cc2)c(C#N)c2n1CC(c1ccccc1)=NN2	117
O=C(NCCCl)Nc1nccnc1OCc1ccc(F)cc1	-19*

3 neighbouring compounds from above, quoted:
canonical_smiles	HL-60(TB)
COc1cc2c(cc1NC(=O)C(F)(F)F)-c1ccc(NC(=O)C(F)(F)F)cc1C2	99
CCOc1c(C#N)c(=Nc2ccc(S(N)(=O)=O)cc2)c(C#N)c2n1CC(c1ccccc1)=NN2	117
O=C(NCCCl)Nc1nccnc1OCc1ccc(F)cc1	-19*

The listing continues:
canonical_smiles	HL-60(TB)
O=C(CN1C(=O)S/C(=C\c2ccc(F)cc2)C1=O)Nc1ncc(Cc2ccccc2Cl)s1	162
O=c1c2ccccc2nc2n1Cc1nc3ccccc3c(=O)n1C2	-60*!
COc1ccc(CCn2cncc2-c2c[nH]c3ccccc23)cc1	93
COc1cc(CC(CC(=O)c2ccc3c(c2)OCO3)(C(=O)O)C(=O)O)cc(OC)c1OC	96
COc1cc(C(=O)c2cc(C)c3[nH]c4ccc(C)cc4c3c2C)cc(OC)c1OC	-2.6*
O=C(O)C(C(=O)O)c1ccccc1	90
CCCCCCCCCCN=C(N)N=C(N)N	1.6*
CN(C)CC(O)(C(=O)O)C(=O)O	88
CCN1CCN(c2nc(O)c(/C=C3\C=Nc4cc(Cl)ccc43)s2)CC1	82
O=C(Nc1ccc([N+](=O)[O-])cc1)OCC#CC#CCOC(=O)Nc1ccc([N+](=O)[O-])cc1	51

Next part:
canonical_smiles	HL-60(TB)
CCc1ccccc1[C@@H]1C[C@]2(C)CCO[C@@H]2OO1	109
O=C(N=Nc1c(Cl)c(O)c2ccccc2c1O)C(=O)Nc1cccc(C(F)(F)F)c1	6.3*
O=C(O)/C=C/c1ccccc1C(=O)O	63
Cc1cccc(Cc2ccccc2C(=N)c2c(C)cccc2C)c1C	90
CCNc1cc2nc(-c3ccccc3)nn(-c3ccccc3)c-2cc1=O	110
CSc1nc(N)nc2nnc(NN)n12	106
COc1ccc(-c2nn(-c3ccccc3)cc2C2CC(c3ccc(Cl)c(Cl)c3)=NN2c2ccc(S(N)(=O)=O)cc2)cc1 (stereo not drawn)	77
CN1CCN(c2ccnc(SCC(=O)c3ccc(Cl)cc3)n2)CC1	102
O=c1[nH]c(=O)n(C2CC(O)C(CO)O2)cc1Cl (stereo not drawn)	102&101
CC(C)C[C@H](NC(=O)CNC(=O)C[C@H]1O[C@@H]2OC3(C)CC[C@H]4[C@H](C)CC[C@@H]([C@H]1C)[C@@]24O3)B(O)O	3.8*

Assay outcomes as filed in PubChem BioAssay.

These rows are one share of the data. The share of hits here may be higher or lower than overall.
